# MEKK3 PB1 HTS = modulators (inhibitors or enhancers) of MEK5 binding to human MEKK3 PB1 domain. binding response (% of control), % at 10 µM. bead-based flow cytometry, Alexa488-MEK5 binding to MEKK3; actives lie on both sides; 0 = blocked by unlabeled MEK5, 100 = vehicle. Q99759. AID 1529. actives 1.4% (n = 290,000);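 active means binding response more than 3 SD above or below the average of its plate-row segment, actives on both sides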;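 further: Alexa488 bead fluorescence after subtracting the streptavidin-only scavenger bead signal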
# MEKK2 WT-MEK5 = raises or lowers MEK5 binding to wildtype human MEKK2 PB1 domain; Q9Y2U5; bead flow cytometry, Alexa488-MEK5 binding to MEKK2 WT; actives lie on both sides; binding response (% of control), % at 10 µM; AID 1531; actives 1.1% (n = 290,000); in the data active means binding response below about 67% or above about 130%
# GPR7 antagonist = antagonists of human GPR7 (neuropeptides B/W receptor 1); GPR7-expressing cells, fluorescence antagonist assay; inhibition, % at 4.4 µM; actives 1.1% (n = 290,000); in the data active means inhibition above about 16%, passing the limit was not always enough;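 further: cells stimulated with the agonist NPW; 0% = agonist with vehicle and 100% = vehicle without agonist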
# Target sequence (P48145 whole entry, looked up): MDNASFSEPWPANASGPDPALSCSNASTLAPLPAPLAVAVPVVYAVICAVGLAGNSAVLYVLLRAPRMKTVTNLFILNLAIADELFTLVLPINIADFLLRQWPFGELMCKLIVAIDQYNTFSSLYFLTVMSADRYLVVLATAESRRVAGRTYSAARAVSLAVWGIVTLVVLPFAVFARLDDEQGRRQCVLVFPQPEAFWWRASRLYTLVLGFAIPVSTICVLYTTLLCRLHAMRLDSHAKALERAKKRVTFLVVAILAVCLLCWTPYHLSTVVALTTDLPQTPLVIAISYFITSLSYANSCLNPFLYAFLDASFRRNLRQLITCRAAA
# OXTR agonist = activates the human oxytocin receptor; activation, % at 3 µM; P30559; CHO-OTR cells, Fluo-8 calcium fluorescence; normalized: DMSO 0%, oxytocin 100%; actives 0.32% (n = 320,000); AID 2435;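 active means activation above the mean of all tested compounds plus 3 SD, cutoff set per screening run, cut at about 20% in these data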;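 further: peak over basal fluorescence ratio from a 100 s FLIPR kinetic read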
# M18AAP inhibitor = blocks P. falciparum M18 aspartyl aminopeptidase; recombinant PfM18AAP, H-Glu-NHMec fluorogenic cleavage; inhibition, % at 7.35 µM; actives 1.2% (n = 290,000);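 active means inhibition above the campaign mean inhibition over all tested compounds plus 3 SD, cut at about 28% in these data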;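 further: 0% = plate median of test compound wells and 100% = 2 mM ZnCl2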
# PHOSPHO1 block = blocks human PHOSPHO1 phosphatase activity. recombinant PHOSPHO1, absorbance phosphatase assay. actives 1.1% (n = 290,000). inhibition, % at 13.3 µM. Q8TCT1; in the data active means inhibition above about 60%
# Target sequence (Q8TCT1 whole entry, looked up): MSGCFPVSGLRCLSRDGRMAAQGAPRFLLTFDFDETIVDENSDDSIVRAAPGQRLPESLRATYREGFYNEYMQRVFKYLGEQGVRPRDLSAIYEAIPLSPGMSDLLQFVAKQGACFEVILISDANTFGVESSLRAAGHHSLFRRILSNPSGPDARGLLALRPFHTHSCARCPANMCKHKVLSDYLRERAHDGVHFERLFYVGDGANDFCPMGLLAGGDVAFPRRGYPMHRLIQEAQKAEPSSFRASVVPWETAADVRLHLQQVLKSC
# MEKK2 mut-MEK5 = signal of MEK5 binding to mutant human MEKK2 PB1 domain; bead flow cytometry, Alexa488-MEK5 binding to MEKK2 mutant; percent response, % at 10 µM; actives 0.35% (n = 290,000); AID 1530; in the data active means percent response above about 24%, passing the limit was not always enough; further: inactives centre near 1; some results filed as inactive read as strong as hits; reference of the scale not given here
# DNA FID counter = counter-screen for HCV NS3 helicase inhibitors: DNA intercalator displacement; actives 0.17% (n = 290,000); inhibition, % at 7.9 µM; DNA fluorescent intercalator displacement, fluorescence; in the data active means inhibition above about 37%;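 further: 0% = vehicle and 100% = reference compound; higher means more ethidium bromide displaced from hairpin DNA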
# NALP1 yeast inh = inhibitors of NALP1 inflammasome in yeast | S. cerevisiae NALP1/ASC/caspase-1 growth, X-gal OD620, 72 h | inhibition, % at 10 µM | actives 0.61% (n = 280,000); in the data active means inhibition mostly above about 24%, no sharp cut-off; inactive means mostly below about 32%; further: some compounds called inactive have numbers as strong as hits
# * marks the source's active call; other numbers are inactive results; x = no result given.
SMILES,MEKK3 PB1 HTS,MEKK2 WT-MEK5,GPR7 antagonist,OXTR agonist,M18AAP inhibitor,PHOSPHO1 block,MEKK2 mut-MEK5,DNA FID counter,NALP1 yeast inh
COCc1ccc(CN2CCC(C(=O)Nc3cccc(-c4cccc(Cl)c4)c3)CC2)o1,108,177*,27*,23*,7,18,25*,33,12
COc1cc(C(C[N+](=O)[O-])c2c(-c3ccccc3)cc3ccccn23)cc(OC)c1OC (stereo not given),x,x,-5,-0.2,9,-21,x,-14,10
COc1ccc(/C=C2\SC(=S)N(NC(=O)c3ccncc3)C2=O)cc1OC,90,84,-4,0.2,17,42,-12,-8,7
CCOc1cc(/C=N/NC(N)=O)cc(Br)c1OCC(=O)Nc1ccccc1C,122*,114,-12,0.4,4,-9,12,-25,x
COc1cccc(CCNC(=O)CCc2nnc(-c3ccc4c(c3)OCO4)o2)c1,105,112,-3,0.3,-1,21,5,-30,-19
NC(=O)Cn1c(=O)n(CCCC(=O)NC2CCN(Cc3ccccc3)CC2)c(=O)c2ccccc21,84,90,-14,0.6,-8,-3,-8,-1,-5
CSc1ccc(C2(O)Cc3cccc[n+]3C2c2ccccc2)cc1 (stereo not given),106,106,-13,-0.3,-2,51,7,4,x
O=C(CSc1nnc(-c2ccccc2)n1Cc1ccco1)Nc1ccc(S(=O)(=O)N2CCCC2)cc1,106,110,2,1.4,-7,0,6,-31,6
O=C(O)/C=C/c1cccc(NC(=O)c2ccccc2)c1,107,102,-11,0.7,2,20,16,-7,25
CCc1ccc(N2C(=O)CC(N3CCN(c4ccccn4)CC3)C2=O)cc1 (stereo not given),97,97,-12,-0.8,4,8,-2,-29,6
C=CCN=C1CC(C)(C)CC(=O)/C1=C(/O)CCC(=O)OC,98,93,-4,0.1,1,16,-2,-13,-6
CCS(=O)(=O)N1CCCC(C(=O)NC2CCCC2)C1 (stereo not given),102,100,-4,0.5,-9,-1,4,1,-12
CCNc1oc(-c2cccc3ccccc23)nc1C#N,98,102,-13,-2.4,-5,7,0,-1,8
Cc1nnc(Oc2ccccc2)c2ccccc12,101,100,3,-2.0,-3,-4,-1,-7,10
CCn1c(=O)c(-[n+]2ccccc2)c(O)c2ccccc21,105,106,-4,1.5,-1,0,11,-3,36
N#CC(C#N)=Cc1cc2ccccc2nc1N1CCOCC1,135*,103,-11,0.1,-12,-7,0,-1,30
O=S(=O)(c1ccc(NC(=S)N/N=C/c2cccc(Oc3ccccc3)c2)cc1)N1CCOCC1,98,98,-3,0.5,5,0,5,-4,-15
O=C1CNC(=S)N1CCOc1ccccc1,99,98,-4,0.5,1,39,8,-2,7
O=[N+]([O-])c1cc(C(F)(F)F)cc([N+](=O)[O-])c1NCCNC(=S)Nc1cccc(F)c1,97,100,-6,9.8,-8,25,4,12,24
Cc1nn(Cc2ccccc2)c(C)c1C(=O)Nc1ccc(N2CCOCC2)cc1,96,95,-11,0.1,-34,-1,-3,-30,14
CCN(CC)S(=O)(=O)c1ccc(Cc2ncc(C(F)(F)F)cc2Cl)s1,107,109,-10,1.9,-14,-9,5,-20,9
O=C(COc1ccc2ccc(=O)oc2c1)Nc1ccc2c(c1)OCCO2,82,97,-6,-0.9,0,x,-2,-12,x
CC(C)Cc1nc2oc3c(NCC4CCCO4)ncnc3c2c2c1CCC2 (stereo not given),91,92,-12,-1.4,7,-11,-8,-11,16
O=C(NNS(=O)(=O)c1ccc(Cl)cc1)c1ccc(S(=O)(=O)N2CCCCC2)cc1,91,91,1,1.4,2,-9,-2,-27,11
Cc1ccc(CCNC(=O)c2nnc(CS(=O)(=O)c3ccccc3)o2)cc1,99,96,1,3.1,1,39,-1,-29,26
CCCCN(C)C(=O)CCC(=O)Nc1ccc2nc(N3CCOCC3)cc(C)c2c1,98,97,0,0.2,-6,23,-5,-7,-1
CCN1CCN(C(=O)CN(C)S(=O)(=O)c2ccc(OC)cc2)CC1,101,98,-1,-0.3,-7,6,-8,4,17
O=C(O)c1ccc(-n2cc(-c3cc4ccccc4oc3=O)[nH]c2=S)cc1,101,97,7,x,1,28,-2,-11,-14
CC(C)(C)c1ccc(C(=O)Nc2ccc(S(N)(=O)=O)cc2)cc1,99,95,-7,-1.6,1,-27,4,-15,12
O=C(NCc1ccccc1)Nc1cccn(Cc2c(F)cccc2Cl)c1=O,105,102,-11,-1.3,-8,33,2,-11,14
COc1ccc(N2CCN(CCC(N)=O)CC2)cc1,104,100,-8,0.6,12,9,5,0,11
CCc1ccccc1NC(=O)c1onc(C)c1Cl,96,95,-6,-0.6,-7,4,-6,4,-16
CCOC(=O)/C=C/C(=O)OCC(=O)Nc1ccc(Cl)cc1Cl,94,95,-4,-1.4,-3,-10,-12,-5,28*
COCCCN=C(c1ccco1)n1c(=S)nc(-c2ccco2)n(CCCOC)c1=S,95,101,-7,1.2,14,98*,0,-11,-11
COc1ccc(C(NC(C)=O)c2nccc3cc(OC)c(OC)cc23)cc1OC (stereo not given),99,106,-14,x,-4,19,2,-13,6
CCOCCCn1c(C)nc2c[n+](CC(=O)c3ccc4ccccc4c3)cc(Br)c21,115,127,-15,0.3,-11,20,19,11,18
N#Cc1cc(-c2ccc(Cl)cc2)cnc1Sc1ccccc1,109,109,4,0.2,-1,32,6,4,6
CC(=O)Nc1ccc(-c2csc(NC(=O)CCCc3cccs3)n2)cc1,94,102,-8,-0.4,-1,-11,-1,-11,14
CCOP(=O)(c1ccc(N(C)C)cc1)C(O)c1ccc(C)cc1 (stereo not given),107,106,1,0.9,-2,x,8,-19,0
CCCNC(=O)Cn1c(=O)/c(=C\c2ccc(-c3cccc([N+](=O)[O-])c3)o2)s/c1=C\C(=O)C(C)(C)C,99,76,-3,1.8,-7,-10,-3,-3,18
CCC(=O)NNC(=O)CCC(=O)Nc1ccc(C)cc1C,98,106,-5,1.1,3,28,4,-7,-12
O=C(c1ccccc1)c1nc2ccccc2n(CCCn2c(=O)c(C(=O)c3ccccc3)nc3ccccc32)c1=O,103,90,-7,0.5,5,10,-5,-19,0
Cc1ccc(C(=O)O)cc1-c1ccc(/C=C2\SC(=O)N(CC(=O)Nc3ccccc3)C2=O)o1,99,103,-4,-0.7,-6,-81,37,-16,-1
CN=C(Nc1cccnc1)c1ccccc1,99,99,-14,0.2,-5,6,-4,0,4
COc1ccc(C(=O)NC(C)c2cc(OC)c(OC)cc2Br)cc1 (stereo not given),104,104,-9,4.0,-2,19,4,-11,-4
COc1ccc(N2CCN(C(=O)c3ccc4c(c3)OCO4)CC2)cc1,x,x,-10,0.1,7,14,x,-17,19
Cc1ccc(C2=NOC(C)(c3nnc(-c4cccc(Cl)c4)o3)C2)cc1 (stereo not given),100,95,x,-1.2,x,x,-5,x,x
Cc1ccccc1C(NC(N)=O)c1ccccc1 (stereo not given),73,82,-6,0.4,-6,-2,-6,-3,15
N#CCN1CCC/C1=C\[N+](=O)[O-],90,92,1,-0.2,6,2,-5,-1,-7
C=CC1=C2C=C(C3CC3)N(C3CC3)C=C2C(=O)C(C)(OC(=O)c2ccco2)C1=O (stereo not given),96,96,x,0.2,x,x,-1,x,x
Cc1ccc(NC(=O)Cn2c(=O)n(Cc3ccco3)c(=O)c3ccccc32)c(C)c1,95,100,12,-1.3,-10,-5,-1,-1,6
CC1CCN(C2=C(NS(=O)(=O)c3ccccc3)C(=O)c3ccccc3C2=O)CC1,101,96,-24,-0.3,3,17,3,-3,x
COc1cc(OC)cc(C(=O)N[C@H](C(=O)NCc2ccccc2)C(C)C)c1,99,101,-14,-1.8,10,26,11,-27,2
Cc1cc(NC(=O)COC(=O)C2CCN(S(=O)(=O)c3ccc(Cl)cc3)CC2)no1,107,101,-1,4.4,-2,-15,-1,-9,10
COCCOC1CCN(Cc2cn(Cc3ccccc3)nc2-c2cc3ccccc3o2)CC1,101,101,3,9.0,3,-28,-8,22,7
O=C(Nc1ncc2c(n1)CC(c1ccccc1)CC2=O)c1ccco1 (stereo not given),107,105,11,0.0,8,-14,2,-15,-86
Cc1onc(C(=O)N2CCC(Cc3ccccc3)CC2)c1[N+](=O)[O-],103,105,-10,1.2,8,11,4,-35,-6
COC(=O)c1ccc(NC(=O)C(C)Oc2ccccc2)cc1 (stereo not given),101,106,11,3.8,-1,2,0,-11,-10
CN(C)c1ccc(CNC(=O)C2CCC(CNc3c(N4CCCCC4)c(=O)c3=O)CC2)cc1 (stereo not given),92,89,-5,-0.6,1,3,-11,-24,x
O=C(C/C=N/OCc1c(Cl)cccc1Cl)c1ccc(Cl)cc1,102,101,-12,-0.6,-2,2,2,-6,-7
# Further structures.
SMILES,MEKK3 PB1 HTS,MEKK2 WT-MEK5,GPR7 antagonist,OXTR agonist,M18AAP inhibitor,PHOSPHO1 block,MEKK2 mut-MEK5,DNA FID counter,NALP1 yeast inh
Oc1ccc(-c2onc(C(F)(F)F)c2-c2cscn2)c(O)c1,x,x,-2,6.0,16,7,x,-1,31
CC(=O)N1CCN(Cc2nc3cc(NC(=O)c4ccccc4)ccc3n2C)CC1,103,108,-3,0.9,5,16,-4,-8,7
O=C(CSc1nc2cccnc2n1Cc1ccccc1)NCc1ccco1,100,103,-5,-1.0,2,-13,2,-12,22
CCCC1NC(=S)N(C2CCCCC2)C1=O (stereo not given),100,98,3,-1.8,-5,-7,-1,-5,4
COc1ccc(Cl)cc1S(=O)(=O)NC(C)C(=O)NCc1ccccn1 (stereo not given),102,101,-9,1.1,-10,30,-1,-10,9
O=C(Cn1c(NCCCO)nc2ccccc21)c1cccs1,105,109,-6,0.1,1,x,6,6,x
C#CCn1cc(Cl)cc(C(=O)Nc2ccccc2)c1=O,100,99,10,-0.6,-1,x,1,-6,8
Cc1noc(/C=C/N(C)C)c1S(=O)(=O)N1CCCC(C(=O)NCCC2=CCCCC2)C1 (stereo not given),99,101,-8,0.6,3,18,3,-38,7
Cc1ccc(S(=O)(=O)N(C)Cc2ccc(C(=O)N/N=C/c3ccc(OC(F)F)cc3OC(F)F)cc2)cc1,82,82,5,1.5,-15,-10,-5,-8,24
